INS promoter inh: inhibitors of insulin promoter-driven GFP, primary screen, imaging, TRM-6 cells (human fetal islet line), eGFP reporter, cell count; reporter expression induced with tamoxifen; inhibition, % at 2 µM; actives 0.9% (n = 130,000);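 active = inhibition above the mean plus 3 SD, with well images judged a real hit on visual review, cut at about 60% in these data, passing the limit was not always enough; inconclusive = inhibition over the cutoff but images rejected on review; inactive = inhibition not above the cutoff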
sdo1 growth: growth rescue of sdo1-depleted yeast, primary screen, S. cerevisiae, bone marrow failure model; S. cerevisiae sdo1-depleted JHY4D growth rescue, OD600 30 h; active compounds read high; pdr5 snq2 efflux-pump mutant strain; z-score at 10 µM; AID 817, 2007; actives 0.21% (n = 140,000);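 active = z-score above 3 at both the 24 hr and the 30 hr optical density reads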;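 note: z-score against mean and SD of all compound wells on the same plate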
sdo1 growth Rescue 24 h: recorded beside sdo1 growth, whose call it bears; z-score; S. cerevisiae sdo1-depleted JHY4D growth rescue, OD600; measured here: growth rescue at 24 h;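 0 is the plate mean of compound wells and units are plate SD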
The depositor's hits bear a star; i = inactive; u = inconclusive; x = not tested or not shown; & = joins results of further samples. An excerpt; the hit share may differ from the screen's.

Compound | sdo1 growth | sdo1 growth Rescue 24 h | INS promoter inh
COC(=O)/C=C\C(=O)Nc1cccc([N+](=O)[O-])c1 | -2.2 | -1.7 | x
O=C(C1CC(=O)N(C2CCCC2)C1)N1CCC(Cc2ccccc2)CC1 (configuration not stated) | -0.09 | -0.09 | 34
CCN(CCn1cccn1)C(=O)CC1C(=O)NCCN1Cc1cccc(OC)c1OC (configuration not stated) | x | x | -14
COc1c2occc2c(OC)c2c(=O)cc(C(F)(F)F)oc12 | -0.41 | -0.44 | 7
O=C1CSC(c2ccc(F)cc2)N1c1nnc(C23CC4CC(CC(C4)C2)C3)s1 (configuration not stated) | -0.7 | -0.57 | -38
O=C(O)C1C2C=CC(C2)C1C(=O)NCc1ccoc1 (configuration not stated) | 0.2 | -0.55 | 18
COC(=O)COc1cccc2c(=O)n(CC(=O)N3CCCc4ccccc43)ccc12 | 0.51 | 0.3 | x
Clc1ccc(-c2nnc(CSc3nnc(-c4cccs4)n3Cc3ccccc3)o2)cc1 | -1.1 | 0.1 | -143
COc1ccc(N2CCN(C(=O)C3CC(O)CN3S(=O)(=O)c3ccc([N+](=O)[O-])cc3)CC2)cc1 (configuration not stated) | -0.01 | -0.59 | 7
CC(C)(C)c1ccc(C(=O)NNC(=S)NCC2CCCO2)cc1 (configuration not stated) | 0.12 | -0.63 | 63
COc1ccc(/C(O)=C2/C(=O)C(=O)N(c3ncccn3)C2c2ccc(C(C)(C)C)cc2)cc1 (configuration not stated) | x | x | -21
CCOC(=O)c1c(C)[nH]c2ccc(O)cc12 | -0.03 | 0.07 | 39
C=CCNC(=O)CC(=O)N/N=C/c1ccc(C(=O)OC)cc1 | 1.3 | 1.5 | 15
CCN(CC)c1ccc(NC(=O)c2ccc(NC(=O)C3CCCO3)cc2)c(C)c1 (configuration not stated) | 0.62 | 0.28 | x
Cc1c(C(=O)N/N=C/c2ccc(-c3ccccc3[N+](=O)[O-])o2)sc(N)c1C#N | 0.41 | 1.4 | x
Fc1ccc(-c2nnc3ccc(N4CCc5ccccc5C4)nn23)cc1 | -2.2 | -0.9 | x
Cc1ccc(OCC(=O)Nc2ccc(-c3nnc(-c4ccco4)o3)cc2)cc1 | -0.16 | 0.85 | x
CC(C)NS(=O)(=O)c1ccc(NC(=O)CCc2ccccc2)cc1 | 0.62 | -0.44 | 14
O=C(c1ccco1)N1CCN(S(=O)(=O)c2cccs2)CC1 | -0.39 | -0.8 | u
O=C(Nc1ccccc1N1CCOCC1)c1ccc2ccccc2n1 | -2 | -1.6 | 16
COc1ccc(-n2c(SCC(=O)Nc3ccc([N+](=O)[O-])cc3OC)nc3ccccc32)cc1 | -0.45 | -0.07 | x
O=C(COC(=O)c1ccccc1C(=O)c1ccccc1)Nc1cccc([N+](=O)[O-])c1 | -1.7 | -1.1 | 23
CCOC(=O)c1cc2c(=O)n3ccccc3nc2n(CCCOC)c1=NC(=O)c1cccnc1 | 0.82 | 0.39 | -8
Cn1c(CSc2nc3ccccc3s2)nnc1SCC(=O)NCc1cccnc1 | 0.53 | 1.1 | -19
Cc1cc(C)c(NC(=O)c2ccc[n+](Cc3ccc([N+](=O)[O-])cc3)c2)c(C)c1 | 0.49 | -0.04 | -81
CNS(=O)(=O)c1cccc(C(=O)OCC(=O)/C=C2/N(C)c3ccccc3C2(C)C)c1 | -0.82 | -1 | -129
CCCN1C(=O)C2(SC(NC(C)=O)=NN2C(C)=O)c2cc(C)ccc21 (configuration not stated) | x | x | -13
OC(CNCC1CCCO1)Cn1c2ccc(Cl)cc2c2cc(Cl)ccc21 (configuration not stated) | -3.1 | -1.7 | -89
CC1(C)CC(=O)C(C(C2=C(O)CC(C)(C)CC2=O)c2ccco2)C(=O)C1 (configuration not stated) | 0.78 | 0.03 | x
CCn1c2ccccc2c2nnc(SCc3ccccc3)nc21 | -1.7 | -0.35 | x

Next results:
Compound | sdo1 growth | sdo1 growth Rescue 24 h | INS promoter inh
CCCCn1nc2cc(C(=O)NCc3cc(C(F)(F)F)cc(C(F)(F)F)c3)ccc2c1OC | -0.28 | -0.45 | -11
Cc1cc(C(C)(C)C)cc(S(=O)(=O)NCC(=O)O)c1C | -0.09 | -0.41 | 0
CC1=NN(C(=O)CCc2ccccc2O)C(O)(C(F)(F)F)C1 (configuration not stated) | 1.3 | 0.65 | -24
CCN1CCN(C(=O)c2cc3c(=O)n(C)c4ccccc4c3n2C)CC1 | 0.24 | -0.12 | x
CCC1(CC)C(=O)NC(=O)NC1=Nc1ccccc1 | 0.07 | -0.3 | x
CCCCc1c(C)nn(-c2nnc3c4ccccc4n(C)c3n2)c1C | -0.56 | 0.42 | -8
Cc1nc(-c2ccccc2)cn2c1nc1ccccc12 | -0.7 | -0.41 | -13
O=C(O)c1ccc(CSc2nnc(Cc3ccccc3)o2)cc1 | 1.1 | 1.4 | x
CCN(CC)C(NC(=O)c1ccccc1)C(=O)c1ccccc1 (configuration not stated) | -1.1 | -1.3 | 3
COc1ccc(/C=N/Nc2cc(OC)ncn2)cc1 | 0.07 | -0.58 | 12
COc1ccc(-c2cc(C(=O)Nc3c(C)nn(Cc4ccccc4Cl)c3C)no2)cc1 | -0.14 | 2.1 | 42
CCS(=O)(=O)c1ccc2oc(SCC(=O)NCCc3ccccc3)nc2c1 | x | x | 35
COc1ccc(S(=O)CC(=O)Nc2ccc(Cl)cc2Cl)cc1 (configuration not stated) | x | x | 15
CC1CCN(S(=O)(=O)c2ccc(S(=O)(=O)NCC3COCCO3)cc2)CC1 (configuration not stated) | 0.61 | -0.05 | x
O=c1c2cc(N3CCOCC3)ccc2[nH]c(=S)n1CCCN1CCCC1 | 2.5 | 3.3 | -40
COc1cccc(COc2cc3ccccc3nc2C)c1 | -1.9 | -1.2 | -53
CCOC(=O)c1[nH]c(CSc2nnc(-c3ccc(OC)cc3)o2)c(C(=O)OCC)c1C | 0.34 | 2.4 | 6
CCOc1ccc(NC(=O)C2CC=CCC2C(=O)O)cc1 (configuration not stated) | 0.64 | 0.28 | -3
CCOC(=O)N1CCN(C(=O)COc2ccccc2OC)CC1 | 1.2 | 0.2 | 7
O=C(O)CCNC(=O)c1ccccc1 | 0.14 | 0.57 | 5
COc1ccc(OC)c(CNC(=O)C2CCN(S(=O)(=O)N3CCCC3)CC2)c1 | 0.16 | 0.42 | x
CCN1/C(=C/C=C/C=C/c2sc3ccccc3[n+]2CC)Sc2ccccc21 | 0.54 | 8.7 | -355
O=C(C[n+]1cccc(NC(=O)c2ccccc2)c1)c1ccccc1 | -0.31 | -0.72 | 21
CC(C)c1ccccc1-n1c(SCC(=O)c2ccc3c(c2)NC(=O)CO3)nc2ccccc2c1=O | x | x | 12
O=C(c1ccc(CNc2c(NC3CCCCC3)c(=O)c2=O)cc1)N1CCc2ccccc21 | -0.14 | 2.2 | x
CCOC(=O)c1c(NC(=S)Nc2cc([N+](=O)[O-])ccc2OC)sc2c1CCCCC2 | -0.41 | -0.16 | x
CC1CN(CC(=O)Nc2cccc(C(=O)Nc3cccc(C(F)(F)F)c3)c2)CC(C)O1 (configuration not stated) | 0.71 | 0.5 | -27
CCC(C)c1ccc(S(=O)(=O)N2CC(=O)Nc3ccccc32)cc1 (configuration not stated) | -0.16 | -0.65 | 20
COC(=O)CN(C#N)c1nc(N(C)C)nc(N(C)C)n1 | x | x | 57
CCCCCCSc1nsc(NC(=O)CC(C)C)n1 | -1.5 | -0.48 | 31

Random excerpt: four entries already listed, in no set order.
Compound | sdo1 growth | sdo1 growth Rescue 24 h | INS promoter inh
O=C(O)CCNC(=O)c1ccccc1 | 0.14 | 0.57 | 5
CCC1(CC)C(=O)NC(=O)NC1=Nc1ccccc1 | 0.07 | -0.3 | x
COc1ccc(-c2cc(C(=O)Nc3c(C)nn(Cc4ccccc4Cl)c3C)no2)cc1 | -0.14 | 2.1 | 42
O=c1c2cc(N3CCOCC3)ccc2[nH]c(=S)n1CCCN1CCCC1 | 2.5 | 3.3 | -40

Further compounds
Compound | sdo1 growth | sdo1 growth Rescue 24 h | INS promoter inh
O=C1NC(=O)C2(CCC(C(=O)O)C2)N1 (configuration not stated) | 1.4 | 1.4 | 13
Cc1cc(C(=O)COC(=O)c2ccc([N+](=O)[O-])o2)c(C)n1CC1CCCO1 (configuration not stated) | x | x | -7
Cc1cc(-c2ccccc2)c(C#N)c(=S)[nH]1 | 1.4 | 1.3 | x
CCNc1nc(SC(C)C(=O)Nc2ccccc2)nc(N(C)C)n1 (configuration not stated) | x | x | -23
O=C(NC1(C(F)(F)F)NC(=O)N(Cc2cccnc2)C1=O)c1cccs1 (configuration not stated) | 1.7 | 1.6 | -182
CC(=O)Nc1ccc(OCC(O)CN2CCN(Cc3ccccc3)CC2)cc1 (configuration not stated) | 0.16 | -0.5 | 67
Cc1ccc(S(=O)(=O)N[C@H](C(=O)OCn2nnc3ccccc3c2=O)C(C)C)cc1 | -1.1 | -0.63 | -20
Cc1c(CNCCc2ccc(Cl)cc2)c(C(=O)O)c(C)n1Cc1ccccc1 | x | x | -100
Cc1ccc(-c2cc(C(=O)N3CCCC3)no2)cc1 | -0.28 | -0.59 | 31
COc1ccccc1CNC(=O)C(NC(=O)c1ccccc1C)C(C)C (configuration not stated) | x | x | -36
COc1ccc2nc(SCC(=O)Nc3ccc4c(c3)OCCO4)[nH]c2c1 | 0.04 | -0.11 | -8
CC(=O)CSc1nsc(SCC(C)=O)c1C#N | 1.2 | 1.2 | -25
CCc1c(C)[nH]n(CCC#N)c1=O | -0.42 | -1.1 | x
Cn1c(N2CCOCC2)c(/C=N/OC(=O)c2ccc(F)cc2)c2ccccc21 | -1 | 0.08 | x
Cc1ccc(N2CC(C(=O)NC3=NCCS3)CC2=O)cc1C (configuration not stated) | 1.4 | 1.8 | 27
Cc1cccc(NC2=Nc3ccccc3N3C2=Nc2c(c(C)nn2-c2ccccc2)C3c2ccc(O)c(O)c2)c1 (configuration not stated) | 1.4 | 3.9 | 19
Nc1nnnn1/N=C/c1ccco1 | 0.67 | -0.45 | x
O=C(O)CCC(=O)N1CCc2cc(S(=O)(=O)N3CCC(Cc4ccccc4)CC3)ccc21 | 0.65 | 0.03 | x
CCc1ccc(NC(=O)c2noc3c2CCc2ccccc2-3)cc1 | -0.33 | -0.41 | 23
O=C(NC1CC1)c1ccc(S(=O)(=O)NCC2CCCCC2)cc1 | -1 | -0.57 | -42
O=C1CSC(c2ccco2)N1 (configuration not stated) | -1.1 | -1.7 | x
CC1(C)Nc2ccccc2C(=O)N1NS(=O)(=O)c1ccccc1 | 0.08 | -0.2 | -10
O=C1CCCC2=C1C(c1cccc(O)c1)c1c(ccc3ncccc13)N2 (configuration not stated) | x | x | -7
Cc1cccc(-n2c(=O)[nH]c3c(C(N)=O)nc(C(C)C)nc32)c1 | 4.4 | 2.2 | 57
CC1CN(C(=O)/C=C/c2ccc3c(c2)OCO3)CC(C)O1 (configuration not stated) | 0.67 | 0.4 | 25
CCN(CC)S(=O)(=O)c1ccc(NC(=O)C(C)N(c2ccc(OC)cc2)S(C)(=O)=O)cc1 (configuration not stated) | -0.03 | -0.09 | -25
Clc1nc2sccn2c1/C=N/n1cnc2ccccc21 | -1.1 | -0.56 | x
O=C1CN(CC(=O)N2CCCCC2)c2ccccc2O1 | 0.35&0.41 | 0.31&0.54 | x
COc1ccccc1OCC(=O)NCCSCc1ccc(Cl)cc1 | -0.27 | 0.37 | -5
COc1ccccc1NC(=O)COc1ccc(/C=N/NS(=O)(=O)c2ccc(C)cc2)cc1 | 0.73 | 0.35 | 27

In the list so far, these have a tert-butyl group.
Compound | sdo1 growth | sdo1 growth Rescue 24 h | INS promoter inh
CC(C)(C)c1ccc(C(=O)NNC(=S)NCC2CCCO2)cc1 (configuration not stated) | 0.12 | -0.63 | 63
COc1ccc(/C(O)=C2/C(=O)C(=O)N(c3ncccn3)C2c2ccc(C(C)(C)C)cc2)cc1 (configuration not stated) | x | x | -21
Cc1cc(C(C)(C)C)cc(S(=O)(=O)NCC(=O)O)c1C | -0.09 | -0.41 | 0

Shown with each value named: part of the list above.
O=C(NC1(C(F)(F)F)NC(=O)N(Cc2cccnc2)C1=O)c1cccs1 (configuration not stated)
  sdo1 growth: 1.7
  sdo1 growth Rescue 24 h: 1.6
  INS promoter inh: -182
CC(=O)Nc1ccc(OCC(O)CN2CCN(Cc3ccccc3)CC2)cc1 (configuration not stated)
  sdo1 growth: 0.16
  sdo1 growth Rescue 24 h: -0.5
  INS promoter inh: 67

Continuation:
Compound | sdo1 growth | sdo1 growth Rescue 24 h | INS promoter inh
COc1ccccc1NS(=O)(=O)c1cc(NC(=O)CNC(=O)c2ccc(C)s2)ccc1Cl | -0.18 | -1.1 | 33
O=C(NCCCc1nc2ccccc2[nH]1)c1ccc(F)cc1 | x | x | -56
COc1ccc(CCNC(=O)CCn2c(=O)oc3ccccc32)cc1 | 0.79 | -0.18 | x
COC(=O)CSc1nnc(-c2ccncc2)o1 | 0.37 | -0.38 | 5
O=C(NC(=S)Nc1ccc2c(c1)OCO2)c1ccccc1 | -0.95 | -0.57 | 13
CCOC(=O)C1CCN(C(C(=O)NC2CCCCC2)c2ccc(OC)cc2)CC1 (configuration not stated) | 0.25 | 0.39 | x
CC(SCc1ccccc1)C(=O)Nc1ccccc1-c1ccccc1 (configuration not stated) | 0.37 | 0.95 | -46
CC1(C)CC(O)CC(C)(C)N1CC(O)COCCOc1ccc(Br)cc1 (configuration not stated) | 0.65 | 0.33 | x
CSc1nnc2c(n1)OC(c1ccc(C(=O)O)cc1)N(C(C)=O)c1ccccc1-2 (configuration not stated) | 0.74 | 0.55 | x
CN(C(=O)COC(=O)c1n[nH]c2ccccc12)C1CCS(=O)(=O)C1 (configuration not stated) | 1.4 | 0.54 | -47
O=c1c(Cl)c(Cl)cnn1Cc1ccccc1Cl | 0.11 | 1.1 | i

From PubChem BioAssay
